NOD1 inhibition: NOD1 signaling inhibitors, primary screen, cell-based, luminescence, uHTS (AID 1578); inhibition, % at 4 µM, or EC50 in µM where a hit was titrated; 290,000 tested, 1% active; NOD1-driven NF-kB luciferase reporter cells, luminescence; higher % means a stronger effect; in the data active means inhibition mostly above about 36%, no sharp cut-off; inactive means mostly below about 34%;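 further: HEK-293T reporter cells stimulated with the NOD1 agonist gamma-tri-DAP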
KOR beta-arrestin-1: kappa opioid receptor activators – cell-based, luminescence, uHTS, primary screen (AID 1777); KOR beta-arrestin recruitment, luminescence; higher % means a stronger effect; activation, % at 10 µM, or EC50 in µM where a hit was titrated; 280,000 tested, 0.02% active; in the data active means activation above about 50%, passing the limit was not always enough; further: a part of the inactive calls stands beside numbers as strong as those of hits
GPR35 antagonists: inhibition of zaprinast-stimulated GPR35 beta-arrestin translocation – imaging, U2OS, beta-arrestin-GFP, zaprinast agonist, primary screen (AID 2058); inhibition, % at 10 µM, or IC50 in µM where a hit was titrated; 290,000 tested, 0.052% active; U2OS GPR35 beta-arrestin-GFP translocation imaging, zaprinast antagonism; higher % means a stronger effect;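 active means inhibition of at least 50% with at least 30 cells and total cytoplasm GFP at most 10,000,000; inconclusive means under 30 cells or total GFP of 10,000,000 plus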
GPR55 antagonists: inhibition of LPI-stimulated GPR55 beta-arrestin translocation – imaging, U2OS, beta-arrestin-GFP, LPI agonist, primary screen (AID 2013) | U2OS GPR55 beta-arrestin-GFP translocation imaging, LPI antagonism; higher % means a stronger effect | inhibition, % at 10 µM, or IC50 in µM where a hit was titrated | 290,000 tested, 0.13% active;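 active means spots per cell inhibited over 60%, with over 100 cells counted and total cytoplasm intensity under 500,000; inconclusive means wells with under 100 cells, flagged as likely toxic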;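 further: U2OS cells stably carrying GPR55 and arrestin-GFP stimulated by 5 µM LPI near EC80; imaged beta-arrestin-GFP aggregate spots per cell after agonist stimulation; plate controls were LPI-stimulated DMSO wells for no effect and DMSO wells without LPI for full effect; some results filed as inactive read as strong as hits; confirmed hits need IC50 under 10 µM and bright autofluorescent wells are also inconclusive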
UTI89 phage lysis: inhibition of K1F phage lysis, E. coli UTI89, bacterial capsule biogenesis inhibitors, alamar blue (AID 488966); E. coli UTI89 K1F phage lysis, alamar blue, 2 h; higher % means a stronger effect; one-dose inhibition, % at 100 µM; IC50 in µM for titrated hits; 340,000 tested, 0.02% active;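 active means phage lysis inhibition, versus mean bacterial control, above a set limit; inconclusive means no clear call, values can overlap the other calls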;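 further: capsule biogenesis inhibitors block K1F phage lysis so surviving cells raise fluorescence; higher fluorescence means more inhibition of phage lysis; actives were called in the ten point dose series up to 300 µM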
NTR1 ag: NTR1-driven beta-arrestin-GFP spot formation – imaging, U2OS cells, high content, primary screen (AID 493036) | agonist mode | P30989 | activation, % at 20 µM | 330,000 tested, 0.17% active;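 active means activation at or above 40% of the spot to cytoplasm intensity ratio, with at least 20 cells analyzed; inconclusive means wells under 20 cells, flagged as cytotoxic or low count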;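 further: 0% = DMSO without peptide and 100% = 100 nM NTR1 peptide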
Target sequence (P30989 whole entry, looked up): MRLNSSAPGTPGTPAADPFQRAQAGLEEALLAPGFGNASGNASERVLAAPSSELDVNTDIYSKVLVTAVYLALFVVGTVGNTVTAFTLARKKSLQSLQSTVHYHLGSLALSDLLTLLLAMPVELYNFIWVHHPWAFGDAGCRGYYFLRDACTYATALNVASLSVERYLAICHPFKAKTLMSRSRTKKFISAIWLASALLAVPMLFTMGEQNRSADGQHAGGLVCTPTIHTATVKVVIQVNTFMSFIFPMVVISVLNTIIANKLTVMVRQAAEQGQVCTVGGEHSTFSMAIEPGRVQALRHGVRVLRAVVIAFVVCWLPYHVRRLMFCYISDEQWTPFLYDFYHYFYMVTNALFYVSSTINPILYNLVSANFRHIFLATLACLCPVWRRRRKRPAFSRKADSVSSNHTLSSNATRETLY
MgcRacGAP inhibition: MgcRacGAP GTPase-activating activity inhibitors, confirmation, biochemical, ADP Hunter fluorescence; MgcRacGAP-stimulated Rac1 GTP hydrolysis, ADP Hunter fluorescence; higher % means a stronger effect; GST-tagged Rac1 F28L mutant substrate; inhibition, % at 30 µM, or IC50 in µM where a hit was titrated; 340,000 tested, 0.6% active; AID 624330;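 active means first-screen hits whose inhibition reached a set limit at any dose in the follow-up dose series; inconclusive means inhibition above the set first-screen limit but never retested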;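 further: fluorescence reports GDP produced by GAP-driven GTP hydrolysis; strong numbers were not always called active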
GPR55 beta-arrestin: selective activators of receptor GPR55 – imaging, U2OS cells, beta-arrestin-GFP redistribution, primary screen (AID 1961). U2OS GPR55 beta-arrestin-GFP redistribution imaging; higher % means a stronger effect. activation, % at 10 µM, or EC50 in µM where a hit was titrated. 290,000 tested, 0.048% active;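 active means activation above 40% with more than 50 cells counted in the well; inconclusive means wells holding fewer than 50 cells, flagged as toxic or sparse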;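 further: U2OS osteosarcoma cells stably expressing GPR55 and beta-arrestin-GFP; plate controls were DMSO negative control for no effect and LPI positive control for full effect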
KOR beta-arrestin-2: KOR antagonists, beta-arrestin recruitment, cell-based, luminescence, uHTS (AID 1778); inhibition, % at 10 µM, or IC50 in µM where a hit was titrated; 290,000 tested, 0.091% active; KOR beta-arrestin recruitment, luminescence, antagonist mode; higher % means a stronger effect; in the data active means inhibition above about 50%; further: strong numbers were not always called active
NTR1 ag cell count 20 µM: recorded beside NTR1 ag, whose call it bears; cell count; measured here: cell count, cytotoxicity flag
An asterisk follows results filed as active; ? = inconclusive; . = not tested or not shown; [ ] = another dose, or the depositor's remark. This is a subset (hit frequency here may not be typical).

SMILES	NOD1 inhibition	KOR beta-arrestin-1	GPR35 antagonists	GPR55 antagonists	UTI89 phage lysis	NTR1 ag	NTR1 ag cell count 20 µM	MgcRacGAP inhibition	GPR55 beta-arrestin	KOR beta-arrestin-2
O=C(O)c1cc(O)ccc1N=Nc1ccccc1	4%	2.7%	8%	10%	0.2%	0.1	60	5%	0.4%	40%
Cc1cc(C(=O)CSc2nc(N)cc(N)n2)c(C)n1-c1cccc(C(F)(F)F)c1	2%	-3.9%	-24%	-12%	-0.2%	1.1	89	0%	0.0%	-4%
Cc1ccc(NC(=O)C2CCCN2C(=O)NC2CCCCC2)cc1C (stereo not drawn)	27%	-0.3%	16%	12%	-0.3%	-0.3	40	8%	1.0%	0%
COC(=O)CCC(=O)Nc1sc(C)c(C)c1C(N)=O	-5%	-5.6%	3%	13%	-0.5%	0.8	40	8%	-0.1%	-14%
CCC1CCC(C(=O)NC(C(=O)NCCc2ccc(S(N)(=O)=O)cc2)C(C)C)CC1 (stereo not drawn)	-12%	-2.9%	3%	7%	0.2%	1.7	53	3%	-0.1%	-31%
O=C(CSCc1ccc(Cl)cc1)NN=C1CCCC1	-33%	-2.5%	0%	1%	1.3%	0.2	48	7%	1.0%	-1%
O=C1NC(=O)/C(=C\c2ccccc2OCc2ccc([N+](=O)[O-])cc2)N1	-22%	-3.1%	-4%	3%	0.4%	-0.2	93	3%	-0.2%	-22%
Cc1ccsc1/C=N/NC(=O)Cn1cnc2ccccc21	0%	.	3%	5%	3.2%[50 µM]	-1.2	59	10%	-0.2%	.
O=C(NCc1ccc2c(c1)OCO2)NC12CC3CC(CC(C3)C1)C2	-37%	-5.3%	6%	1%	0.2%	5.5	54	12%	-0.3%	19%
Cc1onc(-c2ccc(Cl)cc2)c1-c1ccnc(SCC(=O)Nc2cc(Cl)cc(Cl)c2)n1	-2%	-1.0%	-1%	13%	0.0%	5.3	76	-6%	-0.2%	32%
CCOC(=O)c1ccc(Nc2ncnc3ccc(C)cc23)cc1	15%	-1.8%	10%	-16%	0.6%	0.6	98	3%	0.3%	-4%
COCCN(C(=O)c1ccc(OC2CCN(S(=O)(=O)N(C)C)CC2)cc1)C(C)C	25%	-4.7%	0%	4%	0.0%	1.0	60	5%	0.0%	-35%[20 µM]
COc1ccc(CCNC(=O)C(=O)NCC2OCCN2C(=O)c2ccc(Cl)cc2)cc1OC (stereo not drawn)	-3%	3.9%	10%	-4%	-1.5%[50 µM]	1.9	56	8%	-0.2%	-17%
OCCNc1nc2ccccc2n1CC(O)c1ccccc1 (stereo not drawn)	-38%	-3.1%	18%	10%	0.2%	1.1	59	6%	-0.1%	-14%
CC(=O)c1cc2c(cc1N/C(=N/S(=O)(=O)c1ccc(Br)cc1)c1ccccc1)OCO2	-16%	-0.7%	5%	6%	0.6%	4.2	45	-3%	0.2%	-8%
CCNC(=O)/C(C#N)=C/c1c(N2CCN(c3ccc(OC)cc3)CC2)nc2c(C)cccn2c1=O	.	-2.2%	-6%	-1%	0.0%	4.9	90	?	0.0%	-36%
CCCn1c(CNc2ccccc2O)nc2ccccc21	-8%	2.7%	7%	5%	0.4%	3.8	55	9%	0.2%	24%
COc1ccc(Cl)cc1NC(=O)CSc1nnc(COc2ccccc2)n1N	-15%	-4.0%	12%	11%	1.0%	-1.4	62	8%	0.2%	7%
CCOc1ccc(-c2nc[nH]c2[N+](=O)[O-])cc1	-31%	2.6%	9%	3%	0.2%	-0.3	35	6%	-0.2%	-20%
CC(=O)Nc1ccc(N2C(=O)CCC2=O)cc1C	-4%	0.0%	-3%	-10%	-0.4%	-4.9	92	10%	0.3%	-14%

Given with two lines to a compound: 4 of the compounds above.
Values run as follows: NOD1 inhibition	KOR beta-arrestin-1	GPR35 antagonists	GPR55 antagonists	UTI89 phage lysis	NTR1 ag	NTR1 ag cell count 20 µM	MgcRacGAP inhibition	GPR55 beta-arrestin	KOR beta-arrestin-2
> OCCNc1nc2ccccc2n1CC(O)c1ccccc1 (stereo not drawn)
  -38%	-3.1%	18%	10%	0.2%	1.1	59	6%	-0.1%	-14%
> COc1ccc(Cl)cc1NC(=O)CSc1nnc(COc2ccccc2)n1N
  -15%	-4.0%	12%	11%	1.0%	-1.4	62	8%	0.2%	7%
> O=C(CSCc1ccc(Cl)cc1)NN=C1CCCC1
  -33%	-2.5%	0%	1%	1.3%	0.2	48	7%	1.0%	-1%
> CC(=O)Nc1ccc(N2C(=O)CCC2=O)cc1C
  -4%	0.0%	-3%	-10%	-0.4%	-4.9	92	10%	0.3%	-14%

Further entries.
SMILES	NOD1 inhibition	KOR beta-arrestin-1	GPR35 antagonists	GPR55 antagonists	UTI89 phage lysis	NTR1 ag	NTR1 ag cell count 20 µM	MgcRacGAP inhibition	GPR55 beta-arrestin	KOR beta-arrestin-2
Cc1nc2n(n1)C(c1ccccc1)C1=C(CC(c3ccco3)CC1=O)N2 (stereo not drawn)	11%	12%	7%	1%	0.0%	-0.8	93	5%	0.2%	-74%
Cc1oc2c(C)c3oc(=O)c(CCC(=O)N[C@@H](CC(C)C)C(=O)O)c(C)c3cc2c1C	-16%	0.3%	2%	10%	0.1%	-0.4	83	13%	-0.1%	2%
O=C(Nc1ccc(Cl)cc1C(=O)NCCN1CCOCC1)c1ccco1	-32%	-2.9%	-2%	10%	6.3%	-0.7	59	7%	0.0%	2%
CC(=O)SC1CC(=O)N(c2ccc(C(C)(C)C)cc2)C1=O (stereo not drawn)	-14%	2.0%	1%	0%	0.0%	-0.8	52	4%	-0.1%	-8%
Cc1cc(OCC(=O)N[C@@H](Cc2ccccc2)c2nc3ccccc3[nH]2)ccc1Cl	-10%	5.1%	-14%	-8%	2.6%	0.7	50	9%	-0.3%	-19%
C=CCn1c(SCC(N)=O)nnc1-c1ccccc1O	16%	0.3%	16%	-12%	0.3%	-1.6	76	4%	-0.2%	.
N=C1S/C(=C\c2ccccc2)C(=O)N1c1ccc(F)cc1	-10%	-2.1%	1%	4%	0.1%	1.0	77	4%	0.4%	4%
c1ccc(C2=Nc3cccc4cccc(c34)N2)cc1	-16%	3.0%	22%	-1%	-10%	0.0	56	15%	0.1%	10%
O=C(c1n[nH]c2ccccc12)N1CCN(c2ccc(F)cc2)CC1	-39%	2.0%	-2%	6%	-0.2%	0.3	58	4%	0.7%	-4%
COc1cc(CNC(C)(C)C)ccc1OCC(=O)NC(C)(C)C	-12%	-1.1%	-7%	-4%	0.4%	2.4	71	0%	0.5%	23%
CCOC(=O)c1c(N)sc(C(N)=O)c1C	-21%	-6.6%	-8%	-5%	0.2%	0.0	82	2%	-0.2%	-10%
CC1CCCCC1NC(=O)CCn1ccc2cc(S(=O)(=O)N3CCCC3)ccc21 (stereo not drawn)	13%	-2.7%	-11%	-18%	0.0%	0.1	79	6%	-0.1%	-42%
COc1ccccc1/C=C/C=N/n1c(-c2cc(C)[nH]n2)n[nH]c1=S	-24%	-0.4%	-5%	3%	-2.3%	0.9	55	?	-0.3%	39%
CCCN(CC(=O)Nc1ccccc1Br)CC(=O)Nc1ccc(F)c(F)c1F	-8%	0.6%	7%	4%	0.9%	-0.8	51	0%	-0.1%	-5%
COc1cc(C)nc(N(C)C(C)=O)n1	-22%	0.7%	-10%	8%	-0.2%	0.9	61	6%	-0.1%	35%
COc1ccc(CNCC(O)(c2ccc(F)cc2)c2ccc(F)cc2)cc1	-20%	-1.7%	-6%	70%	0.8%	2.0	39	3%	-0.3%	-14%
COc1cccc(CN2CCN(CC(=O)NCCc3ccccc3)CC2)c1	-8%	0.4%	-10%	2%	-0.2%	1.2	49	5%	-0.1%	-33%
O=C(c1ccccc1)c1cnc2ccc(Cl)cc2c1N1CCOCC1	-13%	-3.4%	-1%	16%	1.9%	-1.2	29	1%	-0.3%	27%
Cc1cccc(NC(=O)C2c3ccccc3Oc3ccccc32)n1	-32%	-3.6%	3%	4%	-0.2%	1.2	88	0%	-0.1%	7%
O=C(Nc1cccnc1)C1OCCc2ccccc21 (stereo not drawn)	-4%	-4.3%	-4%	-4%	0.0%	-1.8	48	7%	1.1%	19%

Sorted by value in KOR beta-arrestin-2 (largest number first): three of the compounds above
| SMILES | KOR beta-arrestin-2 |
| --- | --- |
| N=C1S/C(=C\c2ccccc2)C(=O)N1c1ccc(F)cc1 | 4% |
| CC(=O)SC1CC(=O)N(c2ccc(C(C)(C)C)cc2)C1=O (stereo not drawn) | -8% |
| Cc1cc(OCC(=O)N[C@@H](Cc2ccccc2)c2nc3ccccc3[nH]2)ccc1Cl | -19% |

Continued.
SMILES	NOD1 inhibition	KOR beta-arrestin-1	GPR35 antagonists	GPR55 antagonists	UTI89 phage lysis	NTR1 ag	NTR1 ag cell count 20 µM	MgcRacGAP inhibition	GPR55 beta-arrestin	KOR beta-arrestin-2
CN(C(=O)COC(=O)c1ccccc1NC(=O)c1ccco1)C1CCS(=O)(=O)C1 (stereo not drawn)	-25%	-6.0%	29%	-15%	0.0%	-2.1	47	-1%	-0.3%	-7%
Cc1csc(NC(=O)c2cc3c(s2)-c2ccccc2OC3)n1	-14%	3.4%	-3%	-10%	-0.9%	12	117	10%	0.2%	-41%
O=C(Cc1ccc(-n2cccc2)cc1)NCc1ccccc1Cl	-8%	3.7%	-1%	-16%	1.0%	0.2	49	0%	0.4%	-124%
O=C(Nc1c(Cl)cc(Cl)cc1C(=O)NCc1cccnc1)c1ccc(Cl)cc1Cl	-93%	-2.9%	7%	8%	0.5%	1.0	27	13%	-0.1%	20%
O=C(Oc1ccc(-c2cnc3ccccc3n2)cc1)c1ccc(Br)o1	-81%	3.1%	-7%	8%	1.8%	-1.1	56	22%	-0.1%	-8%
Cc1onc(-c2c(Cl)cccc2Cl)c1C(=O)NNC(=O)c1c(-c2c(Cl)cccc2Cl)noc1C	-4%	-4.0%	8%	5%	0.6%	-0.5	58	5%	0.2%	38%
Cc1cccc2cc3c(nc12)-c1ccccc1C3=O	-8%	-0.6%	14%	11%	-0.1%	1.6	87	-3%	0.4%	-9%
O=C(CCl)NC(=O)NC12CC3CC(CC(C3)C1)C2	52%	12%	10%	6%	0.8%	.	.	0%	-0.2%	-34%
CCN(Cc1ccncc1)C(=O)c1cc(COc2ccc(F)cc2F)on1	-22%	-1.3%	-1%	5%	0.2%	-0.7	57	6%	0.2%	2%
COc1ccc(-c2ocnc2C(=O)N2CCN(C(c3ccccc3)c3ccccc3)CC2)cc1	35%	10%	-18%	-3%	0.2%	1.1	81	-16%	0.6%	-19%

Screening results as filed in PubChem.
